Screens deposited in PubChem by National Center for Advancing Translational Sciences (NCATS).
D1 antagonist: blocks dopamine activation of the human D1 receptor | P21728 | HEK293 TREx D1 cells, calcium flux, dopamine EC80; active compounds read low | activity change, negative = inhibition, % at 10 µM | actives 3.2% (n = 360,000) | AID 504652; in the data active = activity change below about -30%; note: % is set by controls: 0 for no effect and ±100 for the full control effect
Target sequence (P21728 whole entry, looked up): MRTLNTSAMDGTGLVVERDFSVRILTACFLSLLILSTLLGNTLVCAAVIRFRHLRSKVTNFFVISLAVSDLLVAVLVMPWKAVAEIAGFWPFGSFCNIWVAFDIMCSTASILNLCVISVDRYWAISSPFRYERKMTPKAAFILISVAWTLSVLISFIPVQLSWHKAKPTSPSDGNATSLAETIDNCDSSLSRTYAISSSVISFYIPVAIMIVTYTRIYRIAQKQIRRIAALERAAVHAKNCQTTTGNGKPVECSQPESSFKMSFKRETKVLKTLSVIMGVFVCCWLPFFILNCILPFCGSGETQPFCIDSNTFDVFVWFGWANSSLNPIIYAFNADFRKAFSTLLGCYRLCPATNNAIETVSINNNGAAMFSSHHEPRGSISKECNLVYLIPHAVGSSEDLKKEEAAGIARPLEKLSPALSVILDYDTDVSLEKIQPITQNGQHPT
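Calcium flux readout: force-coupled, inducible Hek293 Trex D1 line, cells induced overnight at 30 C with tetracycline, dye-loaded 30–90 min at RT. Antagonism scored against EC80 dopamine challenge given 180 s after compound.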
Vif-A3G inh: inhibitors of Vif-APOBEC3G interaction; actives 0.076% (n = 410,000); AID 602310; Potency, µM (titrated, usually from 46.1 µM), for the others: at the top dose activity, negative = active, actives largely listed as inhibitors; HeLa A3G-eYFP + Vif (tagged APOBEC3G with the HIV-1 protein that degrades it), YFP fluorescence, overnight; Q9HC16;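 note: potency is the fitted concentration of half-maximal effect; % is set by controls: 0 for no effect and ±100 for the full control effect; nearly all actives have a fitted effect of over 60% in size; hits raise eYFP signal because A3G escapes Vif-driven loss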
Target sequence (Q9HC16 whole entry, looked up): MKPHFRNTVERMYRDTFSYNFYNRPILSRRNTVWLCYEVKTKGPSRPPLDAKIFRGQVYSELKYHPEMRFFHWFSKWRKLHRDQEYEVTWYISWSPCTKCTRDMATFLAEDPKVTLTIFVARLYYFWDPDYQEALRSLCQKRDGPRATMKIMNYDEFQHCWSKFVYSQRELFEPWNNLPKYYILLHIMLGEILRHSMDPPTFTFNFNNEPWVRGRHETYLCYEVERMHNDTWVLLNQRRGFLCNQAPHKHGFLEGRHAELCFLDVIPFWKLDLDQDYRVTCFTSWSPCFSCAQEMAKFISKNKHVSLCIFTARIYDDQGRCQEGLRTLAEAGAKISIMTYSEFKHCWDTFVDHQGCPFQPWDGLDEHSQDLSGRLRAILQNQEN
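Read-out is eYFP fluorescence (Ex 488/Em 500-530) from Vif-expressing HeLa A3G-eYFP cells; more signal means A3G escaped Vif-mediated degradation. Cells plated overnight, compound pinned in, incubated overnight at 37 deg C.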
D1 ag: human D1 receptor agonism | P21728 | HEK293 T-REx D1 cells, calcium flux, agonist mode | activation, % at 2 µM | actives 1% (n = 360,000) | AID 504660; in the data active = activation above about 30%; note: 0% is about no effect
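Agonism was scored from calcium flux recorded over 180 s (1 read/s) after pintool compound addition, following a 10-cycle baseline. Cells were inducible force-coupled HEK293 TREx D1, plated overnight at 30 C and loaded with no-wash calcium dye.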
Vif-APOBEC3F blk: Vif-A3F binding inhibition; Potency, µM (highest dose often 46.1 µM), inactives show at the highest dose activity, negative = active; HeLa A3F-eYFP + Vif (tagged APOBEC3F with the HIV-1 protein that degrades it), YFP fluorescence increase; actives 0.2% (n = 390,000); note: potency is the fitted concentration of half-maximal effect; % of control where 0% means no effect; nearly all actives have a fitted effect of over 65% in size
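HeLa cells stably expressing Vif plus C-terminally eYFP-tagged A3F were seeded, incubated overnight at 37 deg C, dosed with compound, incubated overnight again at 37 deg C. Yellow fluorescence (Ex 488/Em 500-530) reported blocked Vif-mediated A3F-eYFP degradation.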
RXFP1 ag: RXFP1 (human) receptor agonism; Q9HBX9; HEK293T-RXFP1 cAMP TR-FRET, 30 min; response scale: percent of porcine relaxin response, buffer zero; Potency, µM (series often up to 57.5 µM), for inactives: top-dose activation, actives largely listed as activators; actives 0.3% (n = 370,000); note: potency is the fitted concentration of half-maximal effect; % is set by controls: 0 for no effect and ±100 for the full control effect; nearly all actives have a fitted effect of over 60% in size; many of its hits are not listed in these tables
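HEK293T cells stably expressing RXFP1 were pretreated with the PDE4 inhibitor Ro 20174, exposed to compounds for 30 min at 37C, lysed, and cAMP was read by TR-FRET. Data normalized to buffer (basal) and 29 nM porcine relaxin (100%).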
GRP78 ERSR act: inducers of ER stress response in human glioma cells | U87-MG GRP78 promoter luciferase reporter, 16 h | actives 0.02% (n = 420,000) | Potency, µM, without a hit: top-dose activation, usual class: activators; note: potency is the fitted concentration of half-maximal effect; series mostly up to about 76 µM; % of control where 0% means no effect; nearly all actives have a fitted effect of over 35% in size
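Stably transfected U87-MG glioma cells carrying a GRP78-based luciferase sensor; 16 h compound incubation. Luminescence end-point read 10 min after Bright-Glo addition at room temperature.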
D1 potentiator: human D1 dopamine receptor positive modulation; P21728; HEK293 TREx D1 cells, calcium flux, dopamine EC20 potentiation; potentiation, % at 10 µM; actives 0.036% (n = 360,000); in the data active = potentiation above about 30%; note: 0% is about no effect
RXFP1 antag: antagonists of human relaxin receptor RXFP1. Q9HBX9. HEK293-RXFP1, relaxin-stimulated cAMP HTRF, 30 min; active compounds read low. activity change, negative = inhibition, % at 57.5 µM. actives 0.59% (n = 350,000). AID 1259400;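 active = activity change of -60% or lower, but not beyond a set lower limit; inconclusive = change between -60% and -40%, or beyond the set limit; inactive = change above -40%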; note: % is set by controls: 0 for no effect and ±100 for the full control effect
D2 PAM: positive allosteric modulators of human D2 dopamine receptor | P14416 | HEK293 T-REx D2, calcium flux, EC20 dopamine potentiation | potentiation, % at 10 µM | actives 0.34% (n = 340,000);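 active = potentiation over 3 SD above the plate norm, cut at about 30% in these data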; note: 0% is about no effect
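Primary screen. Calcium kinetics in induced HEK293 T-REx D2 cells: compound pre-addition 180 s, EC20 dopamine, 180 s more.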
* marks the source's active call; other numbers are inactive results; ? = inconclusive; · = no result given; & = joins results of further samples. Unless noted, calls come from the whole dose curve; as a rule, active = well fitted curve in the direction sought with a large enough effect; inconclusive = small, poorly fitted or top-dose-only effect, or another doubt; inactive = no such curve, though single readings can be large; an effect the other way counts as inactive or inconclusive.

SMILES	D1 antagonist	Vif-A3G inh	D1 ag	Vif-APOBEC3F blk	RXFP1 ag	GRP78 ERSR act	D1 potentiator	RXFP1 antag	D2 PAM
COc1ccc(CNC(=O)C(C)NC(=O)c2cc3ccccc3o2)cc1 (configuration not stated)	8	-1%	0	-5%	0.7%	-1%	-2	-4	7
Cc1nn(CCC#N)c2[nH]c(=O)cc(C(F)(F)F)c12	-7	0%	3	-14%	2.9%	-6%	5	15	-4
O=C(CSc1nnc(-c2cccnc2)s1)Nc1ccnc2ccccc12	-30	-1%	15	-7%	4.0%	-2%	-4	3	-6
CC(=O)c1ccc(N2CCN(Cc3nc(Cc4ccccc4)no3)CC2)cc1	-8	1%	7	-1%	0.5%	-4%	-3	8	0
COc1ccc(-n2c(Cc3cccn3C)nnc2SCC(=O)N2CCCC2)cc1	2	1%	2	-2%	1.6%	-3%	3	·	-21
Cc1cc(C(F)(F)F)nc(SCC(=O)Nc2nccs2)n1	-10	2%	3	4%	-4.9%	-9%	0	-1	2
Cc1ccc(N(CC(=O)N/N=C/c2ccc(OC3CSC3)cc2)S(=O)(=O)c2ccccc2)cc1	7	0%	2	4%	2.0%	-3%	-2	-2	-2
CC(C)c1ccc(NC(=O)CSc2nc3ccccc3nc2Cc2ccccc2)cc1	-13	12%	2	-8%	6.1%	0%	-1	7	10
CCN(CC)S(=O)(=O)c1ccc(/C=C/C(=O)OCC(=O)Nc2ccc(S(N)(=O)=O)cc2)cc1	-4	0%	6	7%	0.2%	-5%	-1	-4	10
CC(C)Oc1ccc(C(=O)NCCNC(=O)c2ccco2)cc1	2	-1%	0	9%	0.2%	3%	·	-2	19
CCCCC(=O)NC(c1ccc([N+](=O)[O-])cc1)c1c(O)ccc2ccccc12 (configuration not stated)	-24	-12%	7	?	0.1%	0%	-6	-62*	1
COc1ccc(-c2csc(Cc3nnc(N4CCOCC4)n3-c3ccccc3)n2)cc1OC	·	2%	3	-4%	0.5%	2%	-2	21	·
CCOc1nc(NCCN2CCOCC2)nc(NC(C)C)n1	-9	1%	0	-5%	-0.3%	-6%	0	0	7
Cc1cc(C)c(O)c(NC(=S)NC(=O)Cc2ccccc2)c1	-11	-1%	33*	-4%	-0.8%	0%	2	-11	7
CCCNC(=S)N1CC2(C)CN(C(=O)C(=O)OC)CC(C)(C1)C2=O	-5	-2%	4	0%	1.3%	-4%	-5	3	·
COc1ccc(S(=O)(=O)N2CCN(c3ccccc3OC)CC2)cc1C(=O)N1CCCCC1	-5	1%	2	0%	-0.3%	-7%	-7	-2	-5
O=C(COc1cccc2cccnc12)Nc1nccs1	-20	0%	2	-6%	0.8%	2%	-5	-9	1
O=C(COC(=O)CNC(=O)c1ccccc1)Nc1nc(-c2ccccc2)cs1	-14	2%	1	1%	-1.2%	1%	-4	-18	-1
CCN(CC)c1cc(C)c2cc(NC(=O)c3ccccc3OC)ccc2n1	1&-7	0%&0%	-1&3	-2%&-16%	0.1%&4.4%	-6%&3%	0&-1	11	12
O=C(O)c1ccc(S(=O)(=O)NC2CCCCC2)cc1	12	0%	0	4%	-0.7%	4%	3	5	5
CC(=O)NC(CCS(C)(=O)=O)C(=O)Nc1ccccc1C (configuration not stated)	-10	1%	7	-1%	0.4%	-4%	-4	25	-2
CCC1CCC/C1=N\NC(=O)c1ccc(Cl)cc1 (configuration not stated)	·	-1%	·	5%	·	6%	·	-3	·
CCOC(=O)C1CCCN(c2cc(=O)n(Cc3ccc(F)cc3)c(=O)[nH]2)C1 (configuration not stated)	2	1%	1	7%	2.7%	-2%	-2	-13	0
CC1CC(=O)c2cnc(N3CCOCC3)nc2C1 (configuration not stated)	-16	2%	3	-1%	-0.2%	-4%	1	-15	-3
CC(C)NC(=O)c1onc(CSc2ccccc2F)c1C(=O)O	7	0%	-1	10%	1.1%	-3%	7	·	11

Arranged by number of heavy atoms (rising): 12 of the compounds above
SMILES	D1 antagonist	Vif-A3G inh	D1 ag	Vif-APOBEC3F blk	RXFP1 ag	GRP78 ERSR act	D1 potentiator	RXFP1 antag	D2 PAM
CCC1CCC/C1=N\NC(=O)c1ccc(Cl)cc1 (configuration not stated)	·	-1%	·	5%	·	6%	·	-3	·
O=C(O)c1ccc(S(=O)(=O)NC2CCCCC2)cc1	12	0%	0	4%	-0.7%	4%	3	5	5
O=C(COc1cccc2cccnc12)Nc1nccs1	-20	0%	2	-6%	0.8%	2%	-5	-9	1
Cc1cc(C(F)(F)F)nc(SCC(=O)Nc2nccs2)n1	-10	2%	3	4%	-4.9%	-9%	0	-1	2
CCOc1nc(NCCN2CCOCC2)nc(NC(C)C)n1	-9	1%	0	-5%	-0.3%	-6%	0	0	7
CC(C)Oc1ccc(C(=O)NCCNC(=O)c2ccco2)cc1	2	-1%	0	9%	0.2%	3%	·	-2	19
O=C(CSc1nnc(-c2cccnc2)s1)Nc1ccnc2ccccc12	-30	-1%	15	-7%	4.0%	-2%	-4	3	-6
CCN(CC)c1cc(C)c2cc(NC(=O)c3ccccc3OC)ccc2n1	1&-7	0%&0%	-1&3	-2%&-16%	0.1%&4.4%	-6%&3%	0&-1	11	12
CC(=O)c1ccc(N2CCN(Cc3nc(Cc4ccccc4)no3)CC2)cc1	-8	1%	7	-1%	0.5%	-4%	-3	8	0
COc1ccc(-n2c(Cc3cccn3C)nnc2SCC(=O)N2CCCC2)cc1	2	1%	2	-2%	1.6%	-3%	3	·	-21
CC(C)c1ccc(NC(=O)CSc2nc3ccccc3nc2Cc2ccccc2)cc1	-13	12%	2	-8%	6.1%	0%	-1	7	10
Cc1ccc(N(CC(=O)N/N=C/c2ccc(OC3CSC3)cc2)S(=O)(=O)c2ccccc2)cc1	7	0%	2	4%	2.0%	-3%	-2	-2	-2

An excerpt from above in order of formula weight, lowest first.
SMILES	D1 antagonist	Vif-A3G inh	D1 ag	Vif-APOBEC3F blk	RXFP1 ag	GRP78 ERSR act	D1 potentiator	RXFP1 antag	D2 PAM
CC(C)Oc1ccc(C(=O)NCCNC(=O)c2ccco2)cc1	2	-1%	0	9%	0.2%	3%	·	-2	19
COc1ccc(-n2c(Cc3cccn3C)nnc2SCC(=O)N2CCCC2)cc1	2	1%	2	-2%	1.6%	-3%	3	·	-21
CCN(CC)S(=O)(=O)c1ccc(/C=C/C(=O)OCC(=O)Nc2ccc(S(N)(=O)=O)cc2)cc1	-4	0%	6	7%	0.2%	-5%	-1	-4	10

(next part)
SMILES	D1 antagonist	Vif-A3G inh	D1 ag	Vif-APOBEC3F blk	RXFP1 ag	GRP78 ERSR act	D1 potentiator	RXFP1 antag	D2 PAM
CCC1CCCCN1C(=O)CSc1nnc(-c2cccc(Cl)c2)o1 (configuration not stated)	2	2%	3	1%	2.1%	0%	5	-17	0
C=CCC1(CC=C)CCCN1C(=O)c1cc(COc2ccccc2SC)on1	-13	3%	11	-5%	-2.6%	2%	-11	-14	7
O=C(COC(=O)c1ncc(Cl)c(Cl)c1Cl)NCc1ccccc1	-23	1%	2	0%	1.4%	0%	-5	-7	14
Cc1ccc(NC(=O)CCNC(=O)c2ccco2)cc1F	-11	0%	-4	-12%	3.9%	-2%	-5	9	-5
COC(=O)CSc1nc2[nH]ncc2c(=O)[nH]1	-9	4%	3	2%	1.8%	-3%	7	-3	-9
O=C1NC(=Nc2ccccc2)c2ccc([N+](=O)[O-])cc21	-20	-2%	1	11%	0.4%	-2%	-3	3	-2
COc1ccc(OC)c(NC(=O)CN(c2ccc(OC)c(Cl)c2)S(C)(=O)=O)c1	1	-2%	0	1%	1.1%	-1%	-1	-5	6
Cc1ccc(-n2nc(C)c(C(C)(O)C(F)(F)F)c2N)cc1 (configuration not stated)	-4	0%	0	-1%	0.3%	-7%	-1	-3	0
Cc1ccc(NS(=O)(=O)c2cccc(C(=O)NCc3ccccn3)c2)cc1	-12	0%	6	2%	-0.2%	-4%	-4	-4	8
Cc1cc(C)n(CC(C)C(=O)O)n1 (configuration not stated)	2	0%	2	0%	-0.6%	-3%	-6	2	9
COc1ccc([N+](=O)[O-])cc1NC(=O)CS(=O)(=O)c1ccc(C)cc1	11	2%	3	1%	0.0%	0%	0	·	-16
O=C(COc1ccc2ccc(=O)oc2c1)N1CCN(c2ccc(F)cc2)CC1	-5	2%	-1	3%	0.0%	-2%	-1	2	-4
CCc1ccc(C2CC(=O)Nc3c2c(=O)n(C)c2ncnn32)cc1 (configuration not stated)	-39*	0%	1	-4%	8.0%	-5%	-6	·	5
C=CCOc1ccc(CNc2nn[nH]n2)cc1OC	7	-1%	3	-23%	1.2%	-2%	-3	·	4
CCc1cccc(CC)c1NC(=S)Nc1cccc(Cl)c1Cl	1	-10%	1	2%	4.9%	0%	-1	-9	2
COc1ccc(C(=O)NCc2cccnc2)cc1Br	7	0%	4	2%	0.0%	-4%	1	4	-5
Cc1ccc(S(=O)(=O)N(C)CCCC(=O)NC(C)(C)CO)cc1	2	2%	1	-3%	-3.4%	-2%	6	-5	9
O=C1C(Cl)=C(N2CCOCC2)C(=O)N1c1cccc(C(F)(F)F)c1	-34*	-1%	4	-2%	-0.8%	-1%	-6	-2	10
O=c1[nH]c(-c2ccccc2)ncc1OCc1ccccc1	·	-1%	·	4%	·	-6%	·	-2	·
O=C(c1ccoc1)N1CCCC(N2CCN(c3cccc(C(F)(F)F)c3)CC2)C1 (configuration not stated)	-7	0%	1	-9%	-4.7%	-3%	-4	-4	-11
COc1cc(NC(=O)c2ccccc2C)c(OC)cc1NC(=O)CN1CCOCC1	-6	-1%	2	2%	0.0%	-3%	1	11	-4
O=C(CCN1CCN(c2ccccc2F)CC1)Nc1ccc2c(c1)OCO2	-17	-17%	3	-12%	0.5%	-3%	-12	-8	-19
Cc1ccc(NC(=O)CN2CCN(Cc3ccccc3)CC2)cc1Cl	·	-5%	·	-6%	·	0%	·	-13	·
O=C(N/C(=C\c1cccnc1)C(=O)N1CCC(O)CC1)c1ccccc1	-9	-1%	2	6%	-2.8%	-2%	2	15	-4
Cc1ccc2nc(NC(=O)c3ccc(Cl)s3)sc2c1	-4	-5%	3	-14%	2.7%	6%	·	·	-13
CCOC(=O)C1CCN(C(=O)Cn2nc(C)n3c(cc4sccc43)c2=O)CC1	-42*	-3%	1	7%	15%	?	-6	-6	-2
COc1cc(/C=C/C2=NNC(=O)CC2)cc(OC)c1OC	1	-18%	8	-7%	-0.2%	1%	2	-4	-11

This is a subset (hit frequency here may not be typical).
